D2 ag: D2 dopamine receptor (human) agonism; HEK293 T-REx D2 cells, calcium flux agonist mode; activation, % at 2 µM; 0.53% of 340,000 active;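 active means activation over 3 SD above normal in the single-dose calcium agonist read, cut at about 30% in these data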; further: 0% is about no effect
Target sequence (P14416 whole entry, looked up): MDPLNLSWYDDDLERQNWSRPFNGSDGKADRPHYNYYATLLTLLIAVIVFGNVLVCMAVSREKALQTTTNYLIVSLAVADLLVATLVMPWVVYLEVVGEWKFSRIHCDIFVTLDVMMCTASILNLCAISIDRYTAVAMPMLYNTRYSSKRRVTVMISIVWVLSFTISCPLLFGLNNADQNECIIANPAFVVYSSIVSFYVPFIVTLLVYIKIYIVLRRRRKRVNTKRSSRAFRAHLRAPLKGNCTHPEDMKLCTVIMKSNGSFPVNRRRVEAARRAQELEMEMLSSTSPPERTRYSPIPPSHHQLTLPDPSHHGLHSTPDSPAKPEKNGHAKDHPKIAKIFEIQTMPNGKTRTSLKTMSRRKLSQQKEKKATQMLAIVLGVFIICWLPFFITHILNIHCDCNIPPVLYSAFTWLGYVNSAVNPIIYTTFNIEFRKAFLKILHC
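Tetracycline-induced HEK293 Trex cells with D2 receptor force-coupled to calcium signaling, plated overnight at 30 C and loaded with no-wash calcium dye. Calcium flux read kinetically for 180 s after compound addition; responses flag agonists.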
D1 agonist: activates the human D1 dopamine receptor. P21728. 1% of 360,000 active. HEK293 T-REx D1 cells, calcium flux, agonist mode. activation, % at 2 µM; further: 0% is about no effect
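Tetracycline-induced HEK293 TREx D1 cells, force-coupled to calcium signalling, were dye-loaded with a no-wash calcium kit. Compound was pin-added after a 10 s baseline. Fluorescence was read kinetically at 1 cycle/s for 180 s, with calcium rises flagged as agonism.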
RXFP1 antagonist: RXFP1 (human) relaxin receptor antagonism | 0.59% of 350,000 active | Q9HBX9 | activity change, negative = inhibition, % at 57.5 µM | HEK293-RXFP1, relaxin-stimulated cAMP HTRF, 30 min; hits give low values;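 active means activity change of -60% or lower, but not beyond a set lower limit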; further: on the % scale 0 is the no-effect control and ±100 the full control effect
D1 antagonist: antagonists of human D1 dopamine receptor | 3.2% of 360,000 active | activity change, negative = inhibition, % at 10 µM | HEK293 TREx D1 cells, calcium flux, dopamine EC80; hits give low values | P21728; in the data active means activity change below about -30%; further: on the % scale 0 is the no-effect control and ±100 the full control effect
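Cells carrying a force-coupled, tetracycline-inducible human D1 receptor report calcium flux. Each well gets a 10 s baseline, compound with 180 s monitoring, then an EC80 dopamine stimulus with a second 180 s kinetic read.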
D2 potentiator: D2 dopamine receptor (human) potentiation; 0.34% of 340,000 active; potentiation, % at 10 µM; HEK293 T-REx D2, calcium flux, EC20 dopamine potentiation; AID 485347; P14416;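 active means potentiation over 3 SD above the plate norm, cut at about 30% in these data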; further: 0% is about no effect
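Using a no-wash calcium dye in inducible, force-coupled HEK293 Trex cells expressing D2, we tracked fluorescence each second for 180 s after compound, then for 180 s after EC20 dopamine to detect augmented signalling.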
TRHR enhancer: allosterically enhances the human TRH receptor. P34981. TRHR cells, fluo-8 calcium fluorescence, EC20 TRH enhancement. enhancement, % at 2 µM. 0.66% of 360,000 active. AID 493056; in the data active means enhancement above about 30%; further: 0% is about no effect
Target sequence (P34981 whole entry, looked up): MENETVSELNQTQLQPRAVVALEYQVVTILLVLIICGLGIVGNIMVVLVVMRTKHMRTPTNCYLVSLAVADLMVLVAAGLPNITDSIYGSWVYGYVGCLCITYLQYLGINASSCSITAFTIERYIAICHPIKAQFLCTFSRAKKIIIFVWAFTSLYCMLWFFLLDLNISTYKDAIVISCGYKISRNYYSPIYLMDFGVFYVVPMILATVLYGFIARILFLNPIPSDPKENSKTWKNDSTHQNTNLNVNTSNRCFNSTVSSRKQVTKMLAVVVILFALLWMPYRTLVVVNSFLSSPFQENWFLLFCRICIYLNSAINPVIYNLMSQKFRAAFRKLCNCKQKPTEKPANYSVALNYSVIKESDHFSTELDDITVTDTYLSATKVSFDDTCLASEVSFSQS
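Enhancer read-out: after compound pinning and an initial kinetic agonist-mode read, an EC20 of TRH (10 nM final) was injected and fluo-8 calcium signal (Ex 480/Em 530) followed at 1 s/cycle for 100 cycles in TRHR-expressing cells.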
TRHR agonist: TRH receptor (human) agonism; TRHR cells, calcium flux fluo-8, FDSS agonist mode; 0.18% of 360,000 active; activation, % at 2 µM; AID 493084; further: 0% is about no effect
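Steps: seed TRHR cells overnight; add fluo-8 no-wash Ca dye, RT 30 min–1.5 h; record 10 s baseline; pin-transfer compounds; monitor fluorescence 1 cycle/s for the agonist window. Calcium increases flag candidate agonists.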
D1 potentiator: potentiators of human D1 dopamine receptor. 0.036% of 360,000 active. potentiation, % at 10 µM. HEK293 TREx D1 cells, calcium flux, dopamine EC20 potentiation. P21728. AID 504651; in the data active means potentiation above about 30%; further: 0% is about no effect
D2 antag: antagonizes the human D2 dopamine receptor; AID 485344; inhibition, % at 10 µM; 2% of 340,000 active; HEK293 TREx D2 cells, calcium flux, dopamine EC80; P14416; in the data active means inhibition above about 30%; further: 0% is about no effect
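Cells plated overnight at 30 C with tetracycline; no-wash calcium dye, 30–90 min RT; 10 s baseline; compound pinned; 180 s read; EC80 dopamine added; another 180 s read.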
Starred values were filed as active, the others as inactive; / = no result given. Unless noted, no stated cut-off is given here; in the data, active means activation above about 30%; inactive means the rest.

mol	D2 ag	D1 agonist	RXFP1 antagonist	D1 antagonist	D2 potentiator	TRHR enhancer	TRHR agonist	D1 potentiator	D2 antag
CCN(c1ccc(OC)cc1)S(=O)(=O)c1ccc(-c2ccc(=O)[nH]n2)o1	1.4	8	0	-41*	-5	1	2.1	5	-1
O=C(O)CC1(CC(=O)Nc2ccc3ccccc3c2)CCCCC1	0.3	1	0	12	-13	0	-0.1	-5	-13
CNC(=S)NNC(=O)c1ccc(=O)n(Cc2cccc(C(F)(F)F)c2)c1	0.2	1	6	-4	6	8	1.1	-1	-13
Cc1ccc(CNS(=O)(=O)c2ccccc2[N+](=O)[O-])cc1	0.1	5	3	-16	3	-8	-1.8	0	21
COc1ccccc1C(=O)NC(=S)Nc1cccnc1Cl	0.1	2	-24	6	-6	5	-0.4	-5	1
O=C(Cc1c(F)cccc1Cl)Nc1ccc(S(=O)(=O)NCC2CCCO2)cc1 (centres undefined)	0.6	2	10	6	1	1	0.2	1	9
N/C(=N\OC(=O)COc1ccc(Br)cc1)c1cccnc1	-0.7	1	-4	7	-7	1	-0.5	-6	-12
Cc1ccc(-c2nnc(SCC(=O)N3CCc4ccccc43)o2)cc1	-1.1	2	-5	-7	0	0	0.3	-3	/
CCN(CC)CCCNC(=S)N(CCO)Cc1cc2cc3c(cc2[nH]c1=O)OCO3	-0.1	1	2	-12	-1	-7	0.2	-4	-5
COc1cc(C(C)=O)ccc1OCC(=O)NCC1(N2CCCCC2)CCCCC1	-0.1	0	7	9	-14	5	-0.3	-6	21
Cc1ccc(C)c(OCCC(=O)NNC(=O)c2ccccc2F)c1	-0.9	2	-7	3	-1	1	0.0	-2	3
COc1cc(C2C(C#N)=C(N)N(N(C)C)C3=C2C(=O)CCC3)cc(OC)c1OC (centres undefined)	0.9	1	4	-9	-8	2	1.4	3	4
Cc1nc(C)c(C(=O)Nc2cccc(C)c2C)s1	-0.5	2	3	-5	17	15	-0.3	-5	-19
O=C(Nc1ccc(C(F)(F)F)cc1)C1CCCN(S(=O)(=O)c2cccc3cccnc23)C1 (centres undefined)	-0.2	4	-21	8	4	2	0.5	-4	/
C[C@H]1C(=O)N(C)CCN1C(=O)c1cccc(OC2CCN(CC(C)(C)C)CC2)c1	0.5	0	18	5	7	-1	0.7	-1	3

Additional compounds
mol	D2 ag	D1 agonist	RXFP1 antagonist	D1 antagonist	D2 potentiator	TRHR enhancer	TRHR agonist	D1 potentiator	D2 antag
COc1cc(SC)ccc1C(=O)Nc1ncc(Cl)cc1Cl	-0.2	0	-15	10	4	-7	-0.3	-2	-3
CC1CCc2c(sc3nc(CSc4ncn[nH]4)[nH]c(=O)c23)C1 (centres undefined)	-0.9	0	-10	6	2	1	0.6	-7	12
COc1ccc(CN(C)C(=O)CNC(=O)c2cccs2)c(OC)c1	-0.5	0	7	8	-2	-1	0.4	-1	-1
COc1cc(/C=N\NC(=O)OC(C)(C)C)ccc1OC(=O)c1ccco1	-1.1	0	-22	0	-3	-6	-0.1	-10	-15
Cc1ccc(CC2CC(=O)N(C(Cc3ccccc3)C(=O)O)C2=O)cc1 (centres undefined)	-1.1	1	-24	6	1	-8	-0.7	-3	5
CC(Oc1ccc(Cl)cc1)c1ccnc(N)n1 (centres undefined)	-0.3	3	-7	-2	-5	-4	-1.5	-2	-4
COc1cc(OC)cc(C(=O)NC(=S)Nc2ccc3oc(=O)ccc3c2)c1	/	3	-14	-7	9	5	-0.3	-2	/
O=C(O)CCn1c(=O)[nH]c(=O)n(CCC(=O)O)c1=O	1.9	8	-6	9	0	0	0.3	-9	-12
CSCC(C)N1CCC(n2nccc2NC(=O)c2ccccc2C)CC1 (centres undefined)	0.2	-1	-2	-4	7	3	1.8	7	-6
CSCC[C@H](NC(=O)C(C)(C)Oc1ccc(Cl)cc1)c1nc2ccccc2[nH]1	-1.7	3	10	-12	-9	-7	-1.0	-9	1
COc1cc(-c2nc(-c3ccc(C)nc3OC)no2)cc(OC)c1OC	1.4	2	/	-7	-8	-4	-0.3	-4	2
Cc1ccccc1C(=O)Nc1sc(C)c(C)c1C(=O)c1ccccc1	1.6	3	-22	24	-4	0	0.8	3	1
COCCCn1cnc2oc3nc4ccccc4nc3c2c1=O	-0.2	3	11	-11	7	-12	0.9	8	-21
Cc1cs/c(=N\N=C\c2ccccc2)n1Cc1ccco1	0.9	0	0	-11	-4	-5	0.1	2	1
Cc1cc(C(=O)N2CCN(Cc3ccc4c(c3)OCO4)CC2)on1	0.6	0	/	-5	-14	9	0.0	3	4

Other structures:
mol	D2 ag	D1 agonist	RXFP1 antagonist	D1 antagonist	D2 potentiator	TRHR enhancer	TRHR agonist	D1 potentiator	D2 antag
COC(=O)[C@]1(C)CCC[C@@]2(C)C3CC[C@@]4(C)C[C@]3(CC[C@H]12)C[C@H]4O (some centres undefined)	0.9	0	-11	-1	3	-4	0.3	-5	2
COC(=O)Cn1ncc2c3ccccc3n(C)c2c1=O	-0.2	0	4	16	1	-5	-0.4	-3	13
CCn1cc(C(=O)O)c(=O)c2cc(F)c(N3CCN(C(=S)NC(=O)c4ccccc4Br)CC3)cc21	-2.0	3	-5	-3	31*	1	-1.9	7	6
Cc1ccc2oc(C(Cl)(Cl)Cl)cc(=O)c2c1	-0.5	0	14	6	-4	0	-0.6	0	3
CCOC(=O)N1CCN(C(=O)c2cc(-n3cnnc3)ccc2Cl)CC1	0.4	4	3	-2	4	-7	0.4	0	-6
O=C(CSc1ncnc2nc[nH]c12)N1CCN(c2ccc(Cl)cc2)CC1	0.2	4	33	-5	-1	-3	-0.5	-4	-6
CC1CCN(c2nnc(-c3ccccc3)c3ccccc23)CC1	-0.2	9	-13	-19	9	-4	1.0	-3	-34
Cc1cc2ccccc2n1CCNC(=O)Cc1ccccc1	0.2	0	-9	3	0	-4	-0.2	-3	18
O=C(NCCc1nc2ccccc2n1Cc1c(F)cccc1Cl)c1ccco1	-1.3	19	-4	-24	/	-11	-0.5	-4	/
O=C(NCc1ccccn1)C1CCN(C(=O)c2cc3sccc3n2Cc2ccc(F)cc2)CC1	0.5	2	13	-3	5	-1	0.2	-2	-5
O=C(O)CCCc1nc2ccccc2s1	0.2	0	-3	-4	-4	1	0.2	-1	-1
CCCN(CCC)CCNC(=O)CS(=O)Cc1nc(-c2ccc(C)cc2)oc1C (centres undefined)	-0.1	1	-6	5	-17	-4	-0.1	-3	9
O=C(NCc1ccccn1)c1ccc(Cn2c(=S)[nH]c3ccc(Br)cc3c2=O)cc1	1.8	5	-12	21	0	-3	0.0	0	-5
CC(C)(C)c1nc2ccc(NS(=O)(=O)c3ccc(F)c(F)c3F)cc2[nH]1	1.0	1	-4	19	21	-1	0.5	1	-3
Nc1nc(NCC2CCCO2)nc(Nc2cccc(Cl)c2)c1[N+](=O)[O-] (centres undefined)	5.1	1	3	10	2	11	0.8	-2	0

(cont.)
mol	D2 ag	D1 agonist	RXFP1 antagonist	D1 antagonist	D2 potentiator	TRHR enhancer	TRHR agonist	D1 potentiator	D2 antag
CCCOc1ccc(C(=O)NCC(C)(C)N2CCOCC2)cc1	-0.5	3	-10	-1	6	1	0.1	2	1
CCC(c1nnc(SCC(=O)NC2CCCCC2)n1Cc1ccccc1)N(C)C (centres undefined)	-1.3	-2	0	32	9	5	-1.0	-4	-12
Nc1c(C(=O)c2ccccc2)oc2ccc([N+](=O)[O-])cc12	/	0	-7	6	-4	-12	0.2	1	/
O=C(Cc1coc(-c2ccc(F)cc2)n1)NC1CCCCC1	0.2	2	-9	-24	-2	-2	-0.4	5	-2
Cc1ccc(S(=O)(=O)NCC2(c3ccccc3)CCOCC2)cc1	-0.3	-2	6	6	20	-9	1.7	-4	8
O=C(Nc1cccc(Cl)c1)c1cnn2cccnc12	-0.1	0	-23	1	0	5	0.6	0	-1
Cc1ccc(S(=O)(=O)N2CCN(C(=O)N3CCOCC3)CC2)cc1C	0.5	2	-8	-4	13	0	0.0	-31	-2
CCN(CC(=O)Nc1ccc(NC(C)=O)cc1)C(=O)c1sc2nc3n(c(=O)c2c1C)CCC3	0.3	3	4	-20	10	2	1.9	-3	-4
O=C(CN1C(=O)C2C3C=CC(C3)C2C1=O)Nc1ccc2nccnc2c1 (centres undefined)	0.6	3	/	0	-9	1	-0.1	0	6
COc1ccc(C)cc1NC(=O)CSc1nnc(-c2ccc(C)cc2)o1	0.4	7	/	7	-8	6	0.8	-4	-5
COc1ccc(CCNC(=O)CSc2nc(N)cc(=O)[nH]2)cc1OC	-0.3	0	18	-15	-3	5	0.2	-4	-8
CC1(NC(=O)CN2CCN(c3cnn(-c4ccccc4)c(=O)c3Cl)CC2)CCS(=O)(=O)C1 (centres undefined)	0.3	6	-9	9	-2	-2	0.2	-3	-1

Rewritten as labelled records: two of the compounds above
SMILES: Cc1ccc(CNS(=O)(=O)c2ccccc2[N+](=O)[O-])cc1
  D2 ag: 0.1
  D1 agonist: 5
  RXFP1 antagonist: 3
  D1 antagonist: -16
  D2 potentiator: 3
  TRHR enhancer: -8
  TRHR agonist: -1.8
  D1 potentiator: 0
  D2 antag: 21
SMILES: COc1ccccc1C(=O)NC(=S)Nc1cccnc1Cl
  D2 ag: 0.1
  D1 agonist: 2
  RXFP1 antagonist: -24
  D1 antagonist: 6
  D2 potentiator: -6
  TRHR enhancer: 5
  TRHR agonist: -0.4
  D1 potentiator: -5
  D2 antag: 1

Entries shown so far containing a tert-butyl group (3):
mol	D2 ag	D1 agonist	RXFP1 antagonist	D1 antagonist	D2 potentiator	TRHR enhancer	TRHR agonist	D1 potentiator	D2 antag
C[C@H]1C(=O)N(C)CCN1C(=O)c1cccc(OC2CCN(CC(C)(C)C)CC2)c1	0.5	0	18	5	7	-1	0.7	-1	3
COc1cc(/C=N\NC(=O)OC(C)(C)C)ccc1OC(=O)c1ccco1	-1.1	0	-22	0	-3	-6	-0.1	-10	-15
CC(C)(C)c1nc2ccc(NS(=O)(=O)c3ccc(F)c(F)c3F)cc2[nH]1	1.0	1	-4	19	21	-1	0.5	1	-3
